UHRF1 MBD2 ctr = UHRF1 methyl-DNA binding inhibition | inhibition, % at 4.4 µM | AID 687016 | Q96T88 | 0.75% of 370,000 active | UHRF1 binding to methylated oligo, TR-FRET; in the data active means inhibition above about 21%;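 further: UHRF1 SRA domain binding a hemimethylated CpG hairpin DNA probe; 0% = median of test compound wells and 100% = reference inhibitor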
LEDGF integ inh = blocks HIV-1 LEDGF/p75-dependent DNA integration. TR-FRET IN-LEDGF/p75 DNA integration, Eu/Cy5. inhibition, % at 3.7 µM. 0.64% of 370,000 active. AID 743269;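 active means inhibition above the screen-wide mean plus 3 SD, cut at about 13% in these data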;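 further: signal is the Cy5 over europium emission ratio at 671 and 618 nm; 0% = plate median of compound wells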
rCAG binder = r(CAG) repeat RNA binding; TO-PRO-1 dye displacement fluorescence; AID 651821; inhibition, % at 3 µM; 1.3% of 370,000 active;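 active means inhibition above the plate cutoff, the mean of all test compounds on that plate plus 3 SD, cut at about 35% in these data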;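 further: 0% = DMSO alone and 100% = 100 µM mitoxantrone as full dye displacement; higher means more dye released from RNA so lower well fluorescence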
Rev-erbA mod = Rev-erb alpha (human) modulation. P20393. Rev-erbα–FITC-DNA binding, fluorescence polarization, 90 min. activity, % at 10 µM. 0.79% of 370,000 active. AID 1259318;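 active means activity above about 14%, limit read from the data; passing the limit was not always enough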;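 further: 0% = DMSO wells with 35 nM protein and 100% = DMSO wells with 750 nM protein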
Target sequence (P20393 whole entry, looked up): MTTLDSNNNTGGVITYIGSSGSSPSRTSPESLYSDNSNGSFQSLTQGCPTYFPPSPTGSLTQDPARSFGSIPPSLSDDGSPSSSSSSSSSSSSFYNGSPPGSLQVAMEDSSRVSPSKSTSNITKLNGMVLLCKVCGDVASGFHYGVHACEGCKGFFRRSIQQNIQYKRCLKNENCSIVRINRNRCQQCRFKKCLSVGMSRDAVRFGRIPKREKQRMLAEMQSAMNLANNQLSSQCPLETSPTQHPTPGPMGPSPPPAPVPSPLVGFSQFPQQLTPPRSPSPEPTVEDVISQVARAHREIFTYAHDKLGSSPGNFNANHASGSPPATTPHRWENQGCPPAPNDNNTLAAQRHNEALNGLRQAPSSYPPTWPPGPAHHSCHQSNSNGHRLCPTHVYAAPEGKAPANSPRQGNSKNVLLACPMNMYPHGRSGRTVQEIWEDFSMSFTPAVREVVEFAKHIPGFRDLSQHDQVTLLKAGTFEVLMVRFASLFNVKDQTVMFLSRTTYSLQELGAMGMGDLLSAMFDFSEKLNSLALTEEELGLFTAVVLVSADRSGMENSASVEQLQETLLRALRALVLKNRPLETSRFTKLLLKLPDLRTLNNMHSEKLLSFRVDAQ
PRMT1 inh = blocks human protein arginine methyltransferase 1. Q99873. recombinant PRMT1, activity-based probe fluorescence polarization. inhibition, % at 2.79 µM. 1.3% of 370,000 active. AID 652257;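 active means inhibition above about 21% made by adding two undisclosed values, limit read from the data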
PG9 binder = binds the HIV-1 gp120 antibody PG9; inhibition, % at 6.7 µM; 0.43% of 360,000 active; AID 624416; TR-FRET gp120-PG9 antibody binding; in the data active means inhibition above about 8.5%
TCR-CD3 inh = blocks the human TCR-CD3 interaction. inhibition, % at 9.4 µM. 0.37% of 360,000 active. TAMRA-labeled TCR probe fluorescence, biochemical; in the data active means inhibition above about 19%;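 further: recombinant mutant TCR 2C K166C tagged with TAMRA read by polarization; 0% = receptor in buffer alone and 100% = receptor with positive control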
MBD2 DNA inh = blocks human MBD2 binding to methylated DNA. Q9UBB5. TR-FRET, MBD2 binding to methylated oligonucleotide. inhibition, % at 4.4 µM. 0.31% of 370,000 active; in the data active means inhibition above about 13%
ABHD4 inh = ABHD4 (mouse) inhibition, primary FP screen. inhibition, % at 8.92 µM. Q8VD66. purified mABHD4, FP-Rh probe fluorescence polarization. 0.54% of 370,000 active;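 active means inhibition exceeding the mean over every tested compound plus 3 SD, cut at about 30% in these data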;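 further: 0% = plate median of compound wells and 100% = S159A mutant with DMSO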
Target sequence (Q8VD66 whole entry, looked up): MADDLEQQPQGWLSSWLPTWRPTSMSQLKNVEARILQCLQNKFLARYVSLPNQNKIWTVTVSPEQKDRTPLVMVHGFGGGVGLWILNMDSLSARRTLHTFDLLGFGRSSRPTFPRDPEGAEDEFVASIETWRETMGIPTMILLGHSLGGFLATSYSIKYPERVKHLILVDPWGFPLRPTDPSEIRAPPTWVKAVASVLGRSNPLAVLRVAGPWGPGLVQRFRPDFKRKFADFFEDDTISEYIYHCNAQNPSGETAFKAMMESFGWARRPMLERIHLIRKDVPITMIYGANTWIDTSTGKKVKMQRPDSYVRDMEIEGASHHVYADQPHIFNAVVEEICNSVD
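Test system: mABHD4 protein; Read-out basis: % inhibition; Incubation: 45 min + 60 min at 25 °C; Repeats: single replicate; Technique: fluorescence polarization with parallel and perpendicular emission, 525/598 nm; Compound: 8.92 µM, single dose; Benchmarks: full inhibition S159A mutant plus DMSO, zero as sample-well median.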
HTRA1 inhibitor = blocks human HTRA1 serine peptidase; Q92743; recombinant HTRA1, FP-rhodamine activity-based probe, fluorescence polarization; inhibition, % at 5.96 µM; 0.5% of 340,000 active; in the data active means inhibition above about 36%;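 further: 0% = enzyme with DMSO and 100% = wells lacking enzyme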
Numbers without * were called inactive; . = no result given. Not all compounds are listed. The share of hits here may be higher or lower than overall.

structure	UHRF1 MBD2 ctr	LEDGF integ inh	rCAG binder	Rev-erbA mod	PRMT1 inh	PG9 binder	TCR-CD3 inh	MBD2 DNA inh	ABHD4 inh	HTRA1 inhibitor
Cc1c(C(=O)NCc2ccc3c(c2)OCO3)sc(=O)n1Cc1ccc(S(C)(=O)=O)cc1	1.1	-1.4	1.1	-0.7	1.0	-1.6	-5.1	-0.8	4.6	.
COc1cccc(C(=O)Nc2ccc(F)c(F)c2F)c1	0.6	-4.5	2.3	1.3	-3.6	-0.4	-1.0	-5.0	-9.5	2.1
Oc1ccccc1C1CC(c2cccs2)=NC(c2cccc(Br)c2)N1 (configuration not stated)	10.0	-4.0	9.1	-7.4	10.2	-0.9	-4.9	0.3	-4.2	-23.5
COc1ccc(C(=O)NNC(=O)c2ccc(S(=O)(=O)N3CCOCC3)cc2)cc1	0.4	2.2	-1.8	0.6	-3.5	2.0	3.7	-3.2	-0.2	2.8
COC(=O)[C@H](CCSC)NC(=O)Nc1ccc(C)cc1	0.7	-3.0	-3.3	-4.2	-0.6	-0.8	-5.4	0.2	4.8	-3.9
O=C(NNS(=O)(=O)c1ccc(F)cc1)c1cc(Cl)ccc1O	-1.3	-2.7	3.6	-2.5	0.2	-2.7	2.7	-2.4	5.0	3.1
O=C(Nc1ncc(Cc2cccc(Cl)c2)s1)C1CCCO1 (configuration not stated)	6.9	0.4	-1.2	0.1	-1.2	-2.6	5.2	-0.7	-0.2	-9.1
Cc1cc(NC(=O)c2ccc(N3CCCC3)c([N+](=O)[O-])c2)no1	-4.5	-0.9	2.7	-6.6	0.3	-1.5	0.2	-3.0	10.1	1.4

The list continues.
structure	UHRF1 MBD2 ctr	LEDGF integ inh	rCAG binder	Rev-erbA mod	PRMT1 inh	PG9 binder	TCR-CD3 inh	MBD2 DNA inh	ABHD4 inh	HTRA1 inhibitor
CC(C)(Sc1ccc(CCN(CCCCC2CCCCC2)C(=O)NC2CCCCC2)cc1)C(=O)O	0.2	7.5	48.7*	-16.5	1.5	-0.9	0.3	-0.5	-52.6	-17.3
Cc1c(OCC(=O)NC(Cc2ccc(Cl)cc2)C(=O)O)ccc2c3c(c(=O)oc12)CCC3 (configuration not stated)	2.0	3.3	6.6	-6.4	4.3	2.1	1.0	1.9	2.3	-5.7
CCN(CC)CCNC(=O)Cn1ncc2ccccc2c1=O	4.8	-8.1	-2.2	0.9	-0.3	0.0	-6.8	0.5	-1.3	4.7
COc1ccc(/C=C(\NC(=O)c2ccc(Cl)cc2)C(=O)NCC2CCCO2)cc1OC (configuration not stated)	-0.3	-5.8	-1.3	-3.9	5.9	-0.4	-4.1	-3.2	5.6	-0.4
O=C(c1ccccc1)c1nn(-c2ccc(Cl)cc2)cc1C(=O)c1cc2ccccc2oc1=O	7.7	3.3	8.4	33.9*	-1.5	-1.5	-3.1	2.6	1.3	-2.5
Cc1sc(NC(=O)C2CC=CCC2C(=O)O)c(C(=O)OC(C)C)c1C (configuration not stated)	4.5	-4.0	40.8*	4.6	2.4	2.7	-4.9	0.3	3.8	4.7
COc1ccc(S(=O)(=O)CCC(=O)NCc2ccc(C)o2)cc1	-2.2	1.1	4.5	4.9	0.9	-1.1	-6.7	-3.1	1.0	2.6
Cc1ccc(NC(=O)C2CCCN(C3=NS(=O)(=O)c4ccccc43)C2)c(O)c1 (configuration not stated)	8.8	6.8	9.6	0.2	-0.2	-1.6	11.0	2.4	15.9	23.9

(further entries)
structure	UHRF1 MBD2 ctr	LEDGF integ inh	rCAG binder	Rev-erbA mod	PRMT1 inh	PG9 binder	TCR-CD3 inh	MBD2 DNA inh	ABHD4 inh	HTRA1 inhibitor
COc1ccc(S(=O)(=O)NC2CC(C)(C)NC(C)(C)C2)c(C)c1C	0.4	1.5	-1.9	-4.8	-2.0	2.1	2.5	-2.6	8.9	.
O=C(NC1CCCC1)c1cc(-c2ccc(Cl)c(Cl)c2)on1	-1.6	0.2	2.2	6.9	2.9	-0.7	-1.8	4.2	-0.2	-3.7
COc1cc(OC)cc(C(=O)NCCOC23CC4CC(CC(C4)C2)C3)c1	1.9	-1.0	-8.6	2.7	0.9	0.7	-3.6	0.3	-0.2	-9.1
O=C1c2ccccc2NC(c2cnc3ccccc3n2)N1O (configuration not stated)	-3.3	0.2	1.8	-0.7	0.9	-0.8	6.2	-5.5	7.1	1.6
CC(C)NC(=O)Cn1c(-c2cncs2)nc2ccccc21	-2.7	2.1	0.8	1.8	-3.4	.	.	-4.6	-2.6	.
COc1ccccc1S(=O)(=O)Cc1ccc(C(=O)NC(C)c2ccc3c(c2)OCCO3)o1 (configuration not stated)	-0.9	-1.6	-0.4	-5.4	-0.3	-0.4	-6.6	3.7	2.4	2.1
CC(C)c1ccc(OCc2nc(-c3ccccn3)no2)c(Br)c1	-3.3	0.5	6.9	-1.1	-2.1	1.3	-4.4	3.4	-13.6	-25.9
CN1C(=O)[C@H]2[C@@H](c3ccc(C(F)(F)F)cc3)N[C@]3(CCCN(Cc4ccco4)C3=O)[C@H]2C1=O	0.0	3.8	2.9	-3.5	-0.8	-0.7	-5.5	1.7	1.8	2.9

Later entries
structure	UHRF1 MBD2 ctr	LEDGF integ inh	rCAG binder	Rev-erbA mod	PRMT1 inh	PG9 binder	TCR-CD3 inh	MBD2 DNA inh	ABHD4 inh	HTRA1 inhibitor
O=C(CCn1c(=O)c2ccccc2n(Cc2ccccc2)c1=O)NCc1ccc2c(c1)OCO2	0.1	0.6	-2.2	-2.1	-0.1	13.0*	6.7	0.1	-5.7	4.2
Cc1onc(-c2c(Cl)cccc2Cl)c1NC(=O)NNc1ccccn1	-0.1	-0.7	0.4	1.6	6.0	0.1	-9.1	5.0	-14.5	-1.1
O=C(c1ccc(Cl)cc1)C1CCN(C(=O)c2ccccc2F)CC1	8.2	-0.6	-3.6	-1.2	-0.4	-0.3	-2.1	3.8	4.5	-12.0
COc1cc(-c2coc3c(C(=O)NCc4ccc(C(F)(F)F)cc4)cccc23)ccc1O	2.6	-0.1	8.8	6.4	4.7	-0.6	-7.7	5.6	-3.1	.
Cc1ccc(-c2cc(C(=O)NCc3ccco3)c3ccccc3n2)o1	7.7	15.4*	17.9	-21.4	48.2*	2.5	-3.0	4.6	5.7	-2.5
CCN1C(=O)CC(NCc2ccc(S(N)(=O)=O)cc2)C1=O (configuration not stated)	3.3	-4.2	-3.6	1.6	3.7	-0.8	-7.8	3.1	-0.3	6.0
Cc1ccc(-c2ccc(=O)n(Cc3cccc(Br)c3)n2)cc1	-1.4	-1.6	-2.2	6.8	-1.7	-0.4	1.3	-7.1	-22.2	-42.5
CC1(C)CC2(CC(c3ccccc3F)c3ccc(O)c(O)c3O2)NC(=S)N1 (configuration not stated)	-3.6	4.2	6.2	-4.5	18.2	0.6	5.9	-2.7	20.7	60.9*

Going on with the list:
structure	UHRF1 MBD2 ctr	LEDGF integ inh	rCAG binder	Rev-erbA mod	PRMT1 inh	PG9 binder	TCR-CD3 inh	MBD2 DNA inh	ABHD4 inh	HTRA1 inhibitor
Cc1cccc(C)c1OCc1cc(C(=O)N(Cc2nccn2C)C(C)C)no1	1.3	-0.5	-9.9	-4.8	3.5	-2.1	-11.0	4.9	5.5	4.5
CC(=O)c1cccc(NS(C)(=O)=O)c1	0.9	0.6	-1.4	0.3	1.1	-0.1	1.3	5.2	2.9	8.9
O=C(C1=C(O)C(=O)N(Cc2ccco2)C1c1ccccc1F)c1cccs1 (configuration not stated)	-2.8	-1.0	8.6	4.2	7.0	3.8	2.3	7.4	9.9	-4.6
CC1(C)NC(=O)N(CC(=O)O)C1=O	4.7	-0.6	-0.5	-0.8	-0.9	-0.2	-4.8	8.2	-3.7	-1.5
CN(C)/C=C/C(=O)c1cnc2sccn2c1=O	1.3	16.3*	4.3	0.5	7.5	-0.4	5.1	-0.3	3.8	3.2
COC(=O)COc1ccc(S(=O)(=O)Nc2ccc(C(N)=O)cc2)cc1C	2.2	6.4	2.5	-0.9	0.7	-4.1	3.2	-5.5	-2.4	-2.9
CCOc1ccc(-n2c(SCC(=O)NCc3ccco3)nnc2-c2c[nH]c3ccccc23)cc1	-0.7	-0.3	7.4	3.6	1.8	-0.2	5.0	-6.6	-5.3	-32.4
O=C(NC(Cc1c[nH]c2ccccc12)C(=O)O)c1ccc(Br)cc1 (configuration not stated)	-1.4	-1.7	5.4	-5.2	-3.1	-2.0	9.7	-0.1	-2.7	3.1

More structures
structure	UHRF1 MBD2 ctr	LEDGF integ inh	rCAG binder	Rev-erbA mod	PRMT1 inh	PG9 binder	TCR-CD3 inh	MBD2 DNA inh	ABHD4 inh	HTRA1 inhibitor
COc1cc(CN2CCN(c3ncc(Cc4ccccc4)cn3)CC2)cc(OC)c1	-2.8	0.7	1.8	-1.6	3.4	-2.0	-1.0	3.9	0.5	.
Cc1ccccc1NS(=O)(=O)c1ccc(OCC(=O)NCc2cccnc2)cc1	-0.6	-0.2	-4.0	-0.5	-3.2	0.2	6.7	-1.8	-0.4	2.1
O=C(CCSc1ccccc1)Nc1nccs1	2.7	3.5	-3.1	-1.2	5.2	1.8	-8.5	-1.7	-1.9	4.0
C=CCN(C(=O)c1cccc(S(=O)(=O)N2CCN(C)CC2)c1)c1nc(-c2ccccc2)cs1	1.1	1.1	-1.2	-0.3	-0.9	0.8	3.7	8.2	-1.3	-23.8
CCC(C(=O)NCc1ccco1)N(C(=O)CNS(=O)(=O)c1ccc(F)cc1)c1ccccc1F (configuration not stated)	-0.8	-2.4	-1.6	1.9	3.7	0.5	-0.5	3.8	5.0	2.0
O=C(CCCOC(=O)c1cccnc1Cl)c1ccc(Br)cc1	0.5	2.0	-0.6	-3.6	-1.9	-3.2	3.3	2.2	-3.4	-4.5
O=C(O)c1cccc(N2C(=S)N=C(Nc3ccccc3)C23CCCCC3)c1	13.3	4.0	5.4	-0.1	-1.2	-2.5	-4.3	1.4	-2.9	-1.6
O=C(c1ccccc1NS(=O)(=O)c1ccccc1)N1CCCCCC1	-1.0	5.0	1.2	10.6	1.3	0.9	9.4	3.1	4.6	-2.1
C[C@@H]1CN([C@H](C)CO)C(=O)c2c(c3ccccc3n2C)-c2ccccc2CO[C@H]1CN(C)C(=O)NC1CCCCC1	13.5	-0.7	3.1	4.6	-0.8	-0.4	0.7	-0.7	-2.1	-8.2

Quoted at random: 2 entries already listed.
structure	UHRF1 MBD2 ctr	LEDGF integ inh	rCAG binder	Rev-erbA mod	PRMT1 inh	PG9 binder	TCR-CD3 inh	MBD2 DNA inh	ABHD4 inh	HTRA1 inhibitor
COc1ccccc1S(=O)(=O)Cc1ccc(C(=O)NC(C)c2ccc3c(c2)OCCO3)o1 (configuration not stated)	-0.9	-1.6	-0.4	-5.4	-0.3	-0.4	-6.6	3.7	2.4	2.1
O=C1c2ccccc2NC(c2cnc3ccccc3n2)N1O (configuration not stated)	-3.3	0.2	1.8	-0.7	0.9	-0.8	6.2	-5.5	7.1	1.6

Bioassay records deposited in PubChem by several laboratories.
